Bioassay records: PubChem BioAssay, several laboratories
NPY-Y1 PAM-ag – potentiators or agonists of human neuropeptide Y receptor Y1. NPY-Y1 expressing cells, potentiator/agonist activation. activation, % at 3.6 µM. hit rate 0.37% among 220,000. AID 1304; in the data active means activation above about 33%, passing the limit was not always enough;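 further: cells stimulated with NPY at EC10 then isoproterenol at EC100; 0% = low agonist plus stimulus and 100% = saturating agonist plus stimulus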
Target sequence (P25929 whole entry, looked up): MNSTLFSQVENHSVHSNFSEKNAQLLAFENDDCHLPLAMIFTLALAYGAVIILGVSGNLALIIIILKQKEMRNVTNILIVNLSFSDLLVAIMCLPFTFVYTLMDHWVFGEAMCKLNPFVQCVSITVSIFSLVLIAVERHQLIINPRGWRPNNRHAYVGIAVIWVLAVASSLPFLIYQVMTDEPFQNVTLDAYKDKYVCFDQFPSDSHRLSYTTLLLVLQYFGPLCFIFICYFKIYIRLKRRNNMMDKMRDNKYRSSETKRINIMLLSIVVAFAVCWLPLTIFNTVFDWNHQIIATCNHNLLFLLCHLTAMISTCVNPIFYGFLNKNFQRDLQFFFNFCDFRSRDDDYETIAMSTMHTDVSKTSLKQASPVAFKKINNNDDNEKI
TRPN1 ag – activates the zebrafish TRPN1 channel; HEK293 zebrafish TRPN1-YFP, Fluo-8 calcium fluorescence; 100% = response to 87 µM carbachol; activation, % at 3 µM; hit rate 0.18% among 220,000;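 active means activation above its plate's cutoff, the mean activation of test wells on that plate plus 3 SD, cut at about 19% in these data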;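 further: 0% = DMSO alone and 100% = 87 µM carbachol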
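Material – zebrafish TRPN1-YFP in HEK293 cells · Doses – 3 µM single point · Schedule – dye 1 h 37 °C plus 30 min RT · Signal – Fluo-8 calcium fluorescence, excitation 470-495 nm, emission 515-575 nm · Read-out – % activation versus carbachol response · Control set – carbachol high, DMSO low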
PPC-1+TRAIL kill – kills PPC-1 cancer cells in the presence of TRAIL | PPC-1 cells + TRAIL, ATPLite viability luminescence | cell killing (% activity), % at 4 µM | hit rate 0.41% among 220,000 | AID 1443;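 active means cell killing above 50% in the first pass at 4 µM, then a duplicate retest at 5 µM averaging 50% or more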;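 further: plate controls were cells with TRAIL plus DMSO for no effect and medium-only wells lacking cells for full effect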
CHOP inh – inhibitors of CHOP induction in ER stress response | CHO-K1 CHOP-promoter luciferase, tunicamycin-induced, 15-18 h | inhibition, % at 10 µM | hit rate 3.8% among 220,000 | AID 2732;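 active means compounds that reduced the stress-induced luciferase reporter signal by more than about 70% of percent inhibition, limit read from the data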;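 further: 0% = tunicamycin plus vehicle and 100% = wells without tunicamycin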
TRPML3 ag – human mucolipin-3 channel agonism | Q8TDD5 | HEK293 TRPML3-YFP, Fluo-8 calcium fluorescence; 100% = the carbachol control signal | hit rate 0.29% among 220,000 | activation, % at 3 µM;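 active means activation above its plate's cutoff, the mean activation of the plate's test wells plus 3 SD, cut at about 12% in these data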;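 further: 0% = DMSO only wells and 100% = carbachol wells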
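Material: TRPML3-YFP stable HEK293 cells | Dosing: One concentration, 3 µM nominal, 0.3% DMSO | Timing: 125 s total fluorescence read per well | Technique: Fluo-8 calcium dye fluorescence, ex 470-495, em 515-575 nm | Measure: Percent activation from peak-to-basal fluorescence ratio, scaled between DMSO and carbachol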
14-3-3 Bad inh – disrupts binding of bovine 14-3-3 zeta to phospho-Bad peptide | P63103 | TR-FRET 14-3-3zeta/Dy647-pBad peptide displacement, 1 h | inhibition, % at 21.7 µM | hit rate 0.71% among 220,000 | AID 781;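 active means inhibition above about 70%, limit read from the data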;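 further: 0% = full 14-3-3 plus peptide FRET controls and 100% = background without 14-3-3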
Target sequence (P63103 whole entry, looked up): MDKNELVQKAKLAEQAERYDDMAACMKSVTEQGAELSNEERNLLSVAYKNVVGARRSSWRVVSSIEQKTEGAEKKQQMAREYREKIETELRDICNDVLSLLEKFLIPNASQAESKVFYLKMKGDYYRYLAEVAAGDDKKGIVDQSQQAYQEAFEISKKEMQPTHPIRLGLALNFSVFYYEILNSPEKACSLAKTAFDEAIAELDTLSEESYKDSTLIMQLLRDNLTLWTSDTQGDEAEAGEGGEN
EP2 mod – modulators of human EP2 prostaglandin E2 receptor; P43116; EP2-expressing cells, cAMP HTRF FRET, PGE2 co-stimulation; induction, % at 25 µM; hit rate 0.83% among 260,000; AID 940;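 active means compounds whose cAMP rise, as percent of the full-agonist control response, exceeds 60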;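 further: rat C6 glioma line stably carrying human EP2 under a CMV promoter; the protocol text gives 20 µM as final concentration; 100% = response of wells given 1 µM PGE2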
Target sequence (P43116 whole entry, looked up): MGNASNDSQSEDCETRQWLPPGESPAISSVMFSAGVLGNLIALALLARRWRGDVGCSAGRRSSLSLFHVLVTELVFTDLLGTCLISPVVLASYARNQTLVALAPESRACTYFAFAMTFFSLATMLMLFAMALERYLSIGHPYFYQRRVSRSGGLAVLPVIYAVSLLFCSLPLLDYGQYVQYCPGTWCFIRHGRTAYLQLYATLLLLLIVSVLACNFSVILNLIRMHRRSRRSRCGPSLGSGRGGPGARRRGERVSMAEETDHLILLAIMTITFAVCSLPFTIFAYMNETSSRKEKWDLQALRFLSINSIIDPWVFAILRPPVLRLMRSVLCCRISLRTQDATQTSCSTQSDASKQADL
EP2 antag – inhibitors of human EP2 prostaglandin E2 receptor | inhibition, % at 25 µM | hit rate 0.52% among 260,000 | C6 glioma cells expressing human EP2, cAMP TR-FRET; cells stimulated with saturating PGE2 | P43116 | AID 1422;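 active means percent inhibition above 40 after rounding to a whole number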;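 further: rat C6 glioma host cells with rolipram phosphodiesterase inhibitor present; the protocol text gives 20 µM as final concentration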
NPY-Y1 antag – blocks the human neuropeptide Y Y1 receptor; P25929; HEK293-CNG Y1 cells, membrane potential fluorescence; NPY at EC95, then isoproterenol; inhibition, % at 3.6 µM; hit rate 1% among 200,000; AID 1040;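 active means inhibition above the campaign mean inhibition of all tested compounds plus 3 SD, cut at about 20% in these data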;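 further: 0% = DMSO wells given NPY plus isoproterenol and 100% = isoproterenol alone without NPY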
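Material: HEK293 Y1/CNG channel cell line | Also added: NPY (25 nM), isoproterenol (1 µM), Ro 20-1724 (25 µM) | Compound: One concentration, 3.6 µM, in 0.4% DMSO | Schedule: 3 h dye uptake, 1 h room-temperature compound, 45 min post-isoproterenol | Signal: Membrane-potential fluorescent dye readout | Read-out: % inhibition of NPY effect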
Starred values were filed as active, the others as inactive; . = not tested or not shown; [ ] = remark or other dose.

Order of results – NPY-Y1 PAM-ag	TRPN1 ag	PPC-1+TRAIL kill	CHOP inh	TRPML3 ag	14-3-3 Bad inh	EP2 mod	EP2 antag	NPY-Y1 antag
O=C(Nc1ccc2c(c1)OCCO2)C1CCCN(S(=O)(=O)Cc2ccccc2)C1 (centres undefined)
  -7.3	0.8	2.4	21.6	0.3	-7.9	-18.0	7.1	4.2
Cc1cc(NC(=O)COC(=O)CCNS(=O)(=O)c2cccc(C(F)(F)F)c2)no1
  -18.5	-0.3	5.7	-12.8	0.2	-5.7	27.8	5.3	1.6
O=c1oc2cc(Oc3ccc(C(F)(F)F)cc3[N+](=O)[O-])ccc2c2c1CCCC2
  5.7	-0.4	.	36.1	0.8	10.8	7.2	11.7	1.4
OC(COCc1ccc(Cl)cc1)CN1CCc2ccccc2C1 (centres undefined)
  -14.1	1.2	9.2	-0.9	1.2	11.2	8.7	9.2	5.7
C(=C\c1ccccc1)/C=N/N1CCN(c2ccccn2)CC1
  20.0	-1.3	16.0	53.9	-0.1	9.4	10.4	10.6	9.1
Cc1ccccc1Nc1nc(N)nc(COC(=O)c2cccn2C)n1
  -22.1	0.1	18.7	-16.5	-0.2	-7.9	-12.5	6.7	1.9
CC(=O)NC1(C(F)(F)F)N=C(c2ccccc2)NC1=O (centres undefined)
  -2.5	0.8	23.8	-10.4	0.3	18.4	10.4	3.5	-4.7
O=C(NCc1ccco1)C(C(=O)c1ccccc1)n1ccccc1=O (centres undefined)
  6.2	0.5	1.6	20.4	-0.1	.	-6.8	5.1	-1.4
Cc1ccsc1C(=O)OCC(=O)N1CCOCC1
  -1.7	-0.3	17.1	-16.6	0.3	-2.4[fluorescence artefact?]	29.1	11.5	4.8
COc1ccc(-n2nnc3c(=O)n(CC(=O)N4CCCCC4)cnc32)cc1
  7.1	1.9	15.9	.	0.0	.	.	8.5	-0.2
CCOC(=O)/C(C#N)=C/c1cn(CCC(=O)O)nc1-c1cccc(Cl)c1
  9.5	-0.1	10.2	-9.9	0.6	-8.8	-25.5	14.3	-0.7
CCCOC(=O)CSC1=C(C#N)C(c2ccc3c(c2)OCO3)CC(=O)N1 (centres undefined)
  6.6	0.2	17.7	-16.4	-0.5	-11.3[fluorescence artefact?]	-3.0	21.3	2.8
CCCCC(=O)NNC(=S)NC(=O)c1ccc([N+](=O)[O-])cc1
  9.4	0.9	19.3	21.8	0.8	-25.8	24.4	6.0	3.2
Cc1c(S(=O)(=O)N2CCN(C(c3ccccc3)c3ccccc3)CC2)c(=O)n(C)c(=O)n1C
  10.3	-0.2	11.0	10.4	2.3	-2.2	18.6	10.9	4.6
CCC(C)NC(=O)CO/N=C/c1ccccc1OC(F)F (centres undefined)
  -1.4	1.4	16.0	-2.7	0.2	0.2[fluorescence artefact?]	15.2	6.8	-2.0
O=C(Nc1ccccc1)Nc1ccc2ncoc2c1
  12.0	2.5	27.2	1.6	1.0	-8.9	-53.3	4.0	-5.3
Clc1ccc(OCCCN2CCCCC2)c(Br)c1
  -26.2	4.5	10.3	19.9	0.0	41.9	-18.6	4.8	-0.2
CCc1ccc2nc(NC(=O)CCCc3cccs3)sc2c1
  -39.1	-0.6	26.5	50.9	0.4	8.4	-4.7	.	23.5*
O=C(CCCN1C(=O)c2cccc3cccc(c23)C1=O)N1CCN(c2ccccc2)CC1
  -19.5	-0.5	8.0	17.5	0.5	1.0	-4.0	12.2	4.3
Cc1cccc(-n2nnc3c(=O)n(Cc4ccccn4)cnc32)c1
  -12.1	0.9	2.6	-0.9	0.5	-10.4	9.9	5.9	-2.1
CN(c1ccc([N+](=O)[O-])cc1/C=N/NC(=O)COc1ccccc1)C1CCCCC1
  0.6	-1.4	-2.9	-0.6	0.0	-3.5	-2.7	7.6	2.1
COCc1cc(CN2CCN(Cc3ccsc3)C(CCO)C2)ccc1OC (centres undefined)
  16.7	0.7	.	-16.6	0.8	-3.7	-14.2	11.3	9.1
N#CC1=C(S)N(c2ccccc2)C(c2ccc(-c3ccccc3Cl)o2)NC1=O (centres undefined)
  6.8	-0.6	6.9	-8.3	0.6	13.2	6.7	3.5	-6.2
Cc1cc(C[n+]2cc(Cl)ccc2N)c2ncccc2c1
  9.1	-0.2	12.2	4.4	0.3	1.8	-13.1	6.9	.
O=c1cc2c(nn1Cc1ccccc1)-c1ccccc1CC2
  -46.7	-2.2	-23.4	17.1	-1.3	13.8	47.1	9.9	8.4
CCn1c(SCC(=O)Nc2cc(C)on2)nnc1-c1cccnc1
  -5.6	0.0	24.3	6.5	0.1	5.8	-6.3	11.0	-11.2
CCn1c(CSCc2ccc(Cl)cc2)n[nH]c1=S
  20.5	-1.4	3.5	-7.3	-0.3	-7.6	13.8	1.4	4.3
Nc1nc(C23CC4CC(CC(C4)C2)C3)[nH]c(=O)n1
  4.4	0.1	13.9	5.3	0.1	2.2	-12.2	8.6	.
Cc1ccc(CNC(=O)CN(c2cccc([N+](=O)[O-])c2)S(=O)(=O)c2ccccc2)cc1
  1.7	-2.4	-16.0	23.7	-0.5	-3.5	-10.1	13.9	4.3
COc1ccc2c(c1)nc(SCC(O)c1ccccc1)n2C (centres undefined)
  4.6	-1.4	-8.2	11.4	-0.9	-5.9	-13.7	8.0	6.2

Fetched by compound from the entries so far, 2 records:
Order of results – NPY-Y1 PAM-ag	TRPN1 ag	PPC-1+TRAIL kill	CHOP inh	TRPML3 ag	14-3-3 Bad inh	EP2 mod	EP2 antag	NPY-Y1 antag
O=c1cc2c(nn1Cc1ccccc1)-c1ccccc1CC2
  -46.7	-2.2	-23.4	17.1	-1.3	13.8	47.1	9.9	8.4
O=c1oc2cc(Oc3ccc(C(F)(F)F)cc3[N+](=O)[O-])ccc2c2c1CCCC2
  5.7	-0.4	.	36.1	0.8	10.8	7.2	11.7	1.4

Further compounds
Order of results – NPY-Y1 PAM-ag	TRPN1 ag	PPC-1+TRAIL kill	CHOP inh	TRPML3 ag	14-3-3 Bad inh	EP2 mod	EP2 antag	NPY-Y1 antag
Cc1ccc(N=C(NOCc2ccc(Cl)cc2Cl)c2nonc2N)c(C)c1
  -22.6	0.0	-9.4	63.6	0.4	-2.6	55.1	4.8	31.6*
O=C(/C=C/Nc1ccccc1F)c1ccc(Br)cc1
  1.1	2.3	40.4	-5.5	1.1	0.1	0.4	5.0	-3.0
O=C(N/N=C/c1cccs1)c1cncc(Br)c1
  1.0	-1.0	4.0	-1.7	0.3	-15.4	-8.2	5.2	2.4
Cc1cc(C)c2nc(SCC(=O)N3CC(=O)Nc4ccccc43)c(C#N)cc2c1
  -39.3	-1.6	32.3	.	-0.6	-35.8	8.2	.	8.1
CC(Sc1nncn1-c1ccccc1)C(=O)Nc1cccc([N+](=O)[O-])c1 (centres undefined)
  0.8	0.7	28.2	28.2	0.2	3.5	-25.5	11.8	-3.6
CCCN(CCC)C(C)C(=O)NCC1(c2ccccc2)CCCC1 (centres undefined)
  -13.3	-1.9	-0.3	-5.2	7.7	4.0	73.6*	1.0	6.2
O=C1CC(N2CCSCC2)C(=O)N1c1cccc(Br)c1 (centres undefined)
  7.7	-0.1	11.9	10.8	0.9	-10.3	-24.3	5.7	5.0
CCOC(=O)C1CCCN(c2cc(NCCCO)c([N+](=O)[O-])c3nonc23)C1 (centres undefined)
  -27.5	0.5	17.8	-11.7	0.4	-21.7[fluorescence artefact?]	11.5	8.0	3.0
O=C(NCCCN1CCOCC1)C1Cc2c(ccc3ccccc23)O1 (centres undefined)
  -7.3	0.3	10.0	1.3	0.7	-6.7	0.9	4.5	-0.2
Cc1nc([N+](=O)[O-])cn1Cc1cccc([N+](=O)[O-])c1
  -4.0	1.5	8.8	-12.9	1.1	-0.1	11.5	9.2	4.9
COc1ccc(C2c3[nH]c4ccccc4c3CCN2C(=O)Cc2nonc2C)c(F)c1 (centres undefined)
  8.5	1.3	-2.8	2.3	-0.8	0.5	19.6	1.3	.
CCOC(=O)CSc1nnc(CNC(=O)c2cccs2)n1-c1cccc(C)c1
  2.4	1.7	9.9	-0.2	0.3	10.0	-9.2	5.0	0.3
O=C(NCCNS(=O)(=O)c1ccc(Cl)cc1)c1cc(OCC(F)(F)F)ccc1OCC(F)(F)F
  26.6	2.2	-20.3	58.5	0.9	1.9	-26.0	3.6	-6.6
COC(=O)Cn1c(CN2CCC(Cc3ccccc3)CC2)nc2c1c(=O)n(C)c(=O)n2C
  -19.5	0.3	1.1	-0.7	0.1	-4.5[fluorescence artefact?]	-6.3	2.1	-4.5

Entries of single compounds, looked up by structure:
Profile of `O=C(NCCCN1CCOCC1)C1Cc2c(ccc3ccccc23)O1` (centres undefined) : NPY-Y1 PAM-ag: -7.3; TRPN1 ag: 0.3; PPC-1+TRAIL kill: 10.0; CHOP inh: 1.3; TRPML3 ag: 0.7; 14-3-3 Bad inh: -6.7; EP2 mod: 0.9; EP2 antag: 4.5; NPY-Y1 antag: -0.2
Profile of `O=C(N/N=C/c1cccs1)c1cncc(Br)c1` : NPY-Y1 PAM-ag: 1.0; TRPN1 ag: -1.0; PPC-1+TRAIL kill: 4.0; CHOP inh: -1.7; TRPML3 ag: 0.3; 14-3-3 Bad inh: -15.4; EP2 mod: -8.2; EP2 antag: 5.2; NPY-Y1 antag: 2.4
Profile of `O=C1CC(N2CCSCC2)C(=O)N1c1cccc(Br)c1` (centres undefined) : NPY-Y1 PAM-ag: 7.7; TRPN1 ag: -0.1; PPC-1+TRAIL kill: 11.9; CHOP inh: 10.8; TRPML3 ag: 0.9; 14-3-3 Bad inh: -10.3; EP2 mod: -24.3; EP2 antag: 5.7; NPY-Y1 antag: 5.0

A portion of the library, so the mix of outcomes need not match the whole.
